# TDP1 block: inhibitors of human tyrosyl-DNA phosphodiesterase TDP1; Q9NUW8; recombinant TDP1, AlphaScreen DNA substrate cleavage; Potency, µM (doses to about 130 µM), for the others: at the highest dose activity change, negative = inhibition, usual class: inhibitors; 350,000 compounds, 0.28% hits; note: nearly all actives have a fitted effect of over 40% in size
# Target sequence (Q9NUW8 whole entry, looked up): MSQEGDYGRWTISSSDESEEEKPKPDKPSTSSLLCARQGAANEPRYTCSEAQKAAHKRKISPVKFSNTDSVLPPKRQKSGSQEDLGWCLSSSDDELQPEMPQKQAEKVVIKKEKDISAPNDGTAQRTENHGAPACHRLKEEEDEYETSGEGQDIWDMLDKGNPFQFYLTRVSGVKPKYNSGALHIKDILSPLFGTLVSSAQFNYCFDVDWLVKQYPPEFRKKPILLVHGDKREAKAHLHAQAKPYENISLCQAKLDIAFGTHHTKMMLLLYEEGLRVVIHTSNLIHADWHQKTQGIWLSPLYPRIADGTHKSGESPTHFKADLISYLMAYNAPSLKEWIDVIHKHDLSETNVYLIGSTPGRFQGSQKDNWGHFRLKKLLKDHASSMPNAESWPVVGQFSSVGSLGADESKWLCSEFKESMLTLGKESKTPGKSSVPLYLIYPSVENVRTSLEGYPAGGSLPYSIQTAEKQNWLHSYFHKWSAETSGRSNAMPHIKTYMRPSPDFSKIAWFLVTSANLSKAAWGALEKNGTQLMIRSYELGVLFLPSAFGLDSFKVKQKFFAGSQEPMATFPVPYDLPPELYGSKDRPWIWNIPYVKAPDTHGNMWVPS
#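 Tdp1 1 nM final; 15 min RT w/ cpd; substrate 15 nM, 5 min; beads 10 ug/ml, 10 min; AlphaScreen read. Neg ctrl: no enzyme.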
# GCN5L2 inh: blocks human GCN5L2 histone acetyltransferase; GCN5L2 HAT assay, ThioGlo1 CoA-SH fluorescence; Potency, µM (titrated, usually from 58.9 µM), without a hit: at the highest dose activity change, negative = inhibition, hits mostly inhibitors; 390,000 compounds, 0.21% hits; AID 504327
#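 ThioGlo1-coupled HAT assay: 20nM GCN5L2, 70uM acetyl-CoA, 75uM H3(1-25) peptide, pH 7.5. Fluorescence read at 340/540nm at start and after 20 min at room temperature.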
# DT40 TDP1 no CPT: qHTS for Inhibitors of human tyrosyl-DNA phosphodiesterase 1 (TDP1): qHTS in cells in absence of CPT; Potency, µM (doses to about 46.2 µM), for the others: at the top dose activity change, negative = growth inhibition, actives largely listed as inhibitors; 420,000 compounds, 15% hits; AID 686978, 2013; DT40 Tdp1-/- hTDP1 cells, no CPT, ATP luminescence, 48 h; note: nearly all actives have a fitted effect of over 55% in size
#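 Seeded 400 DT40-hTDP1 cells/well (vehicle DMSO, no 20 nM CPT); pinned compounds; ≥48 hr at 37 °C; CellTiter-Glo luminescence as viability measure.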
# * hit, by the source's call; ? = inconclusive; . = not tested or not shown; & = joins results of further samples; [ ] = dose if it differs, or a comment. Calls come from the whole dose curve; as a rule, active = well fitted curve in the direction sought with a large enough effect; inconclusive = small, poorly fitted or top-dose-only effect, or another doubt; inactive = no such curve, though single readings can be large; an effect the other way counts as inactive or inconclusive. % is set by controls: 0 for no effect and ±100 for the full control effect; potency is the fitted concentration of half-maximal effect.
SMILES,TDP1 block,GCN5L2 inh,DT40 TDP1 no CPT
CCN(CC)CCCNC(=O)c1ccc(N2CCCCC2)c(NS(=O)(=O)c2ccc(C)cc2)c1,5%,-4%,?
Cc1cccc(Nc2ccccc2C(=O)OCC(=O)N(C)C2CCS(=O)(=O)C2)c1C (stereo unspecified),3%,43%[activator],?
COc1ccc(CCNC(=O)Cc2c(C)c3cc4c(C)coc4c(C)c3oc2=O)cc1,0%,0%,?
O=c1[nH]nc(CNc2ccc(O)cc2)c2ccccc12,2%,-5%,21µM*
Cn1c2c(c(=O)n(C)c1=O)C(c1ccccc1F)C(C#N)=C(N)O2 (stereo unspecified),3%,2%,-5%
COC(=O)C(Cc1ccccc1)NC(=O)CCNC(=O)c1ccco1 (stereo unspecified),5%,-27%,-5%
COc1ccc(S(=O)(=O)N2CCN=C2SCc2cccnc2)cc1,5%,-1%,?
Cn1c(CSc2nc3ccccc3s2)nnc1SCC(=O)NCCN1CCOCC1,3%,.,-14%
COc1ccccc1CN(C)CC(=O)NC(=O)NC1CCCCC1,0%,3%,-1%
N#Cc1ccccc1S(=O)(=O)N1CCC(Oc2ccc(-n3cnnn3)cc2)CC1,0%,-15%,?
C/C(=N\NC(=O)CC#N)c1ccc(Oc2ccccc2)cc1,7%,-6%,?
CN1C(=O)C(Cl)(Cl)C(=O)c2ccccc21,-3%,-10%,16µM*
CC(/C=C1\SC(=S)N(CCC(=O)Nc2ccc(O)cc2)C1=O)=C\c1ccccc1,4%,-3%,18µM*
Cc1cccc(NCN2C(=O)c3ccncc3C2=O)n1,-5%,1%,-15%
CCOc1ccc(Br)cc1S(=O)(=O)Nc1cccc(S(=O)(=O)NC2=NCCC2)c1,-4%,-5%,-9%
O=C(CSc1nc(-c2ccccc2)cc(=O)[nH]1)Nc1ccccn1,1%,1%,-19%
COc1ccc(C2C(=O)N(C3CCCCC3)CC(=O)N2C2CCCCC2)cc1 (stereo unspecified),3%&2%,2%&-1%,?
Cc1ccc(NC(=S)NNC(=O)c2ccc(N3CCOCC3)c([N+](=O)[O-])c2)cc1C,11%,1%,-28%
COc1ccc(-n2nnc3c(=O)n(CC(=O)Nc4cc(C)on4)cnc32)cc1,-3%,2%,-8%
CC(=O)N(C(C)=O)S(=O)(=O)c1ccc(N=NN2CCOCC2)cc1,6%,-2%,2%
COc1cccc(N(C(C)=O)c2nc(C)cc(C)c2C#N)c1,3%,2%,-13%
Cc1ccc(-c2nc(CS(=O)CC(=O)NCc3ccc4c(c3)OCO4)c(C)o2)cc1 (stereo unspecified),.,-11%,16µM*
CC(C)(C)c1nnc(NC(=O)c2cccs2)s1,5%,-4%,-12%
CC(=O)C(=Nc1ccc(Cl)cc1Cl)NNc1cccc(Cl)c1,10%,-7%,?
CCOC(=O)c1ccc(NC(=O)CC2OCCN(CC)C2=O)cc1 (stereo unspecified),-2%,-20%,13µM*

# Reformatted with two lines to a compound: 14 of the compounds above
# Every second line gives: TDP1 block, GCN5L2 inh, DT40 TDP1 no CPT
- CN1C(=O)C(Cl)(Cl)C(=O)c2ccccc21
  -3%, -10%, 16µM*
- CC(/C=C1\SC(=S)N(CCC(=O)Nc2ccc(O)cc2)C1=O)=C\c1ccccc1
  4%, -3%, 18µM*
- Cc1cccc(NCN2C(=O)c3ccncc3C2=O)n1
  -5%, 1%, -15%
- CCOc1ccc(Br)cc1S(=O)(=O)Nc1cccc(S(=O)(=O)NC2=NCCC2)c1
  -4%, -5%, -9%
- O=C(CSc1nc(-c2ccccc2)cc(=O)[nH]1)Nc1ccccn1
  1%, 1%, -19%
- COc1ccc(C2C(=O)N(C3CCCCC3)CC(=O)N2C2CCCCC2)cc1 (stereo unspecified)
  3%&2%, 2%&-1%, ?
- Cc1ccc(NC(=S)NNC(=O)c2ccc(N3CCOCC3)c([N+](=O)[O-])c2)cc1C
  11%, 1%, -28%
- COc1ccc(-n2nnc3c(=O)n(CC(=O)Nc4cc(C)on4)cnc32)cc1
  -3%, 2%, -8%
- CC(=O)N(C(C)=O)S(=O)(=O)c1ccc(N=NN2CCOCC2)cc1
  6%, -2%, 2%
- COc1cccc(N(C(C)=O)c2nc(C)cc(C)c2C#N)c1
  3%, 2%, -13%
- Cc1ccc(-c2nc(CS(=O)CC(=O)NCc3ccc4c(c3)OCO4)c(C)o2)cc1 (stereo unspecified)
  ., -11%, 16µM*
- CC(C)(C)c1nnc(NC(=O)c2cccs2)s1
  5%, -4%, -12%
- CC(=O)C(=Nc1ccc(Cl)cc1Cl)NNc1cccc(Cl)c1
  10%, -7%, ?
- CCOC(=O)c1ccc(NC(=O)CC2OCCN(CC)C2=O)cc1 (stereo unspecified)
  -2%, -20%, 13µM*

# Next section.
SMILES,TDP1 block,GCN5L2 inh,DT40 TDP1 no CPT
O=C(/C=C/c1ccc(NC(=O)c2ccccc2-c2ccccc2C(=O)O)cc1)c1ccccc1,-7%,?,?
Cc1ccccc1NC(=O)/C(C#N)=C/c1ccc[nH]1,3%,-3%,6%
N#CC1=C2C=Cc3ccccc3N2CCCC1=O,2%,-10%,-21%
Cc1ccccc1CN1CCN(S(C)(=O)=O)CC1,-5%,0%,-11%
O=c1c(-c2ccc(F)cc2)nc2cnc(N3CCOCC3)nc2n1Cc1cccs1,.,-5%,-21%
COc1ccc(NC(=O)NNC(=O)c2ccc3ccccc3c2O)cc1OC,6%,-9%,8%
Cc1c(Cl)cccc1NC(=O)CNC(=O)C1CCN(C(=O)Nc2ccccc2)CC1,1%,4%,17%
Cc1ccc(-n2nnnc2SCC(=O)NCCc2ccccc2)cc1C,3%,-6%,-9%
Cn1c(N)c(C(=O)COC(=O)CNC(=O)c2ccccc2)c(=O)n(C)c1=O,-2%,-2%,-8%
O=C(Cn1ccc([N+](=O)[O-])n1)NCc1cccs1,0%,0%,-15%
CCOC(=O)c1cc(-c2ccccc2)n(CC(=O)Nc2ccc(OC)c(OC)c2)c1C,0%,3%,?
CCOc1ccc(OCCCCNCCN)cc1,4%,-4%,.
CCOc1ccc(NC(=S)NC(=O)/C=C/c2ccco2)cc1,.,?,18µM*
O=c1cc(-c2ccc(Cl)c(Cl)c2)[nH][nH]1,10%,.,-3%
CCOC(=O)c1c(S(=O)(=O)N2CCCC(C(=O)N3CCN(c4ccc(F)cc4)CC3)C2)c(C)n(C)c1C (stereo unspecified),4%,-2%,?
O=C(Nc1nnc(SCc2ccccc2F)s1)c1ccco1,3%,3%,3%
CN(Cc1ccco1)C(=O)Cn1nc(-c2ccc(Cl)cc2)ccc1=O,6%,-7%,?
Cc1cc(NC(=O)Nc2ccccc2Cl)no1,4%,3%,-21%
CCC(CC)NC(=O)CON=C1c2ccccc2-c2ccccc21,-1%,40%[activator],16µM*
CCN1CCN(S(=O)(=O)c2ccc(C)c([N+](=O)[O-])c2)CC1,3%,-21%,1%
CN(C)/C=C1\SC(=S)N(c2ccc(F)cc2)C1=O,-4%,-3%,-24%
CCOc1ccc(NC(=O)CN(C)C(=O)c2c(C)nn(-c3ccccc3)c2Cl)cc1OCC,-1%[0.505 µM],1%,-13%
Cc1ccccc1C(=O)NC1CCN(CC(=O)NCc2cccs2)CC1,-5%,-6%,6%
Cc1cccc(NC(=O)C2CCCN2S(=O)(=O)c2ccc3nc(-c4ccccc4)[nH]c3c2)c1 (stereo unspecified),3%,-16%,18µM*
CC(/C=N/NC(=O)c1ccc2nc(C)[nH]c2c1)=C\c1ccccc1,3%,-7%,?

# More entries follow.
SMILES,TDP1 block,GCN5L2 inh,DT40 TDP1 no CPT
CSCC[C@H](NC(=O)c1ccc(Cl)c([N+](=O)[O-])c1)c1nc2ccccc2[nH]1,8%,13%,?
Cc1cnc(CNc2ncnc3ccc(-c4ccccc4C(F)(F)F)cc23)cn1,.,-18%,?
COC(=O)c1ccc(NS(=O)(=O)c2cc(C)ccc2OC)cc1,3%,?,?
C=CCSc1cc(C)nc2c(-c3ccccc3)c(C)nn12,.,-8%,?
Cc1ccc(-c2noc(CCC(=O)NC3CCCC3)n2)cc1,8%,2%,?
O=C(NCCOc1ccccc1)C1CCC(=O)N(CCc2ccccn2)C1 (stereo unspecified),0%,-4%,20%
O=C(N/N=C\c1ccc(CNS(=O)(=O)c2ccccc2)o1)C(=O)Nc1ccc(F)cc1,-2%,-1%,?
COc1ccc(C(=O)Nc2nnc(C(C)C)s2)cc1OC,.,10%,-21%
COc1cc(OC)c(S(=O)(=O)Nc2ccccc2N2CCOCC2)cc1NC(C)=O,9%,1%,-11%
CCN(C(=O)CSc1nnc(-c2ccc(Cl)cc2)o1)c1ccccc1,-8%,-17%,21µM*
Cc1cc(OCC(O)CN2CCN(c3ccccn3)CC2)cc(C)c1Cl (stereo unspecified),.,-6%,?
COc1cc2c(cc1OC)n(CC(=O)c1ccc(C)cc1C)c(=O)n1nc(CCn3nc(C)cc3C)nc21,4%,-5%,0%
COc1cc(OC)cc(-c2c(-c3cccs3)c3cc(-c4ccc(C(N)=O)cc4)ccc3n2C)c1,-1%,2%,16µM*
CCOC(=O)C1CCN(c2nc3ccccc3nc2C(C#N)C(=O)OC(C)C)CC1 (stereo unspecified),4%,-3%,12µM*
COc1ccc(-c2cc(-c3n[nH]c(=S)n3-c3ccccc3Cl)[nH]n2)cc1,3%,-14%,-17%
COc1cc(C2CC(c3ccccc3)=NN2c2ccccc2)ccc1OCC(=O)O (stereo unspecified),-5%,-22%,-12%
CC1(c2ccccc2Cl)NC(=O)N(CC(=O)N2CCc3ccccc32)C1=O (stereo unspecified),1%,-8%,?
c1csc(C2Nc3cccc4cccc(c34)N2)c1,-2%,-10%,?
COc1ccc(S(=O)(=O)N2CCC(C(=O)NCCCN3CCOCC3)CC2)cc1,0%,-5%,-3%
Cc1cc2oc(=O)c(CC(=O)NCCCO)c(C)c2c2occ(C(C)(C)C)c12,.,-4%,-28%
Cc1cc(C)nc(-n2nc(C)c3c(C(=O)O)cc(-c4cccc(Br)c4)nc32)n1,1%,11%,1%
COc1cc2c(cc1OC)CN(CC(=O)Nc1ccccc1C(=O)NC1CC1)CC2,2%,-5%,11%
CCC(=O)N1c2ccccc2CC1C(=O)NCc1cccc(OC)c1OC (stereo unspecified),1%,30%,-16%
FC(F)(F)C1=CC(c2ccc(Br)cc2)=NCCN1,0%,-2%,-24%
CCN(CC)S(=O)(=O)c1cccc(C(=O)NC(C(=O)NCCc2ccccn2)C(C)C)c1 (stereo unspecified),1%,3%,-20%

# Continued:
SMILES,TDP1 block,GCN5L2 inh,DT40 TDP1 no CPT
O=S1(=O)C=C(N2CCOCC2)c2ccccc21,2%,0%,?
COC(=O)c1sccc1NC(=O)CSc1ccccc1NS(=O)(=O)c1ccc(F)cc1,0%,1%,-7%
CCc1cccc(C)c1NC(=O)C1=C(C)C(=O)OC12CCC(C)CC2 (stereo unspecified),0%,-2%,-7%
CSCCC(NC(=O)OC(C)(C)C)C(=O)NC(CC(C)C)C(N)=O (stereo unspecified),3%,-14%,-21%
CCOc1ccc(CNC(=O)C2CCN(C(=O)N3CC(CC)Oc4ccccc43)CC2)cc1 (stereo unspecified),-6%,1%,23µM*
O=C(CSc1ccccc1)Nc1ccc(-c2nc3ccccc3[nH]2)cc1,-4%,?,10µM*
Cc1cccc(NC(=O)Cn2c([N+](=O)[O-])cnc2C)c1C,4%,1%,.
COC(C(=O)N1CCC(CCC(=O)Nc2ccccc2)CC1)c1ccccc1 (stereo unspecified),2%,-3%,9.2µM*
Cc1ccccc1/C=N/Nc1nc2ccccc2[nH]1,9%,-11%,?
COc1ccc(NC(=O)c2cccnc2N2CCOCC2)cc1,4%,-9%,-3%
CC(=O)C[C@H](O)CC(=O)[C@H]1OC(=O)[C@H](C)CCCCc2ccccc21,1%,-3%,-3%
CS(=O)(=O)N(CC(=O)Nc1ccc(F)c(F)c1)c1cccc([N+](=O)[O-])c1,2%,-11%,14%
Nc1nncn1C(=O)c1cccs1,0%,2%,-20%
OC(CN1CCCCC1)Cn1c(C(F)(F)F)nc2ccccc21 (stereo unspecified),2%,0%,12%
CCC(C(=O)N1CCc2cc(OC)c(OC)cc2C1)c1ccccc1 (stereo unspecified),1%,-3%,?
CCOC(=O)N1CCN(C(=O)C(CC(C)C)NS(=O)(=O)c2ccc3c(c2)oc(=O)n3C)CC1 (stereo unspecified),6%,0%,-4%
CCCCCc1nnc(NC(=O)CS(=O)(=O)Cc2ccccc2)s1,5%,-2%,-14%
COc1ccccc1-c1noc(-c2ccccc2C(=O)Nc2cccnc2)n1,2%,-10%,?
O=C(c1cc2ccc3cccnc3c2[nH]1)N1CCN(c2cccc(Cl)c2)CC1,9%,-8%,?
CC(C)(C)c1ccc(C(=O)CCC(=O)OCC(=O)NCCc2ccc(S(N)(=O)=O)cc2)cc1,0%,1%,1%
Cc1ccc(NS(=O)(=O)c2cccc(C(=O)NNC(=O)c3ccco3)c2)c(C)c1,.,-2%,?
O=C(c1ccc2oc(CCCc3ccccc3)nc2c1)N1CCCC1,4%,-4%,?
O=C(COc1cccnc1[N+](=O)[O-])N1CCN(S(=O)(=O)c2ccccc2)CC1,5%,3%,-6%

# Bioassay records as filed in PubChem BioAssay.

# These rows are one share of the data (hit frequency here may not be typical).
